Bioassay records from PubChem BioAssay.
KCNQ1 inh: human KCNQ1 channel inhibition; B-score at 10 µM; P51787; 310,000 tested, 1.3% active; CHO-K1 KCNQ1, FluxOR thallium flux fluorescence; active compounds read high;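 active = compounds whose thallium flux B-score, printed positive for inhibition, exceeds three library SD while starting fluorescence stays within three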;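 note: channel opened by potassium depolarization with thallium stimulus after 20 min compound exposure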
hERG protect: shields human hERG channel from block by proarrhythmic agents | Q12809 | CHO-hERG, FluxOR thallium flux, dofetilide IC70 present | activation (rescue from dofetilide block), less the hit threshold, % at 10 µM | 310,000 tested, 0.51% active | AID 1511;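 active = activation above the mean of controls blocked by dofetilide plus 5 SD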;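 note: thallium influx through hERG after potassium depolarization seen as dye fluorescence rise; in these data hits start at about 4.7%; inactives centre near -7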
DYRK1A inh: inhibitors of rat Dyrk1A kinase | Q63470 | ADP-Glo luminescence, NFATc1 peptide | inhibition, % at 12.5 µM | 310,000 tested, 0.43% active; in the data active = inhibition above about 50%;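 note: plate controls were vehicle with enzyme for no effect and no enzyme for full effect; many of its hits are not listed in these tables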
GSK3B inh: human GSK3beta kinase inhibition. P49841. GST-GSK3beta kinase, ADP-Glo luminescence, 60 min; active compounds read low. activity score (negative = inhibition), % at 10 µM. 300,000 tested, 0.038% active. AID 2097;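 active = more than half of replicate wells score below -50%, meaning over 50% inhibition versus plate controls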;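 note: 0% = median DMSO wells and -100% = median GW8510 positive control wells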
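Test system: GST-tagged human GSK3beta kinase, cell-free; evaluation: activity score scaled between in-plate DMSO and GW8510 controls; measured by: ADP-Glo luminescence; incubation: 60 min reaction, RT; benchmarks: DMSO and 20 µM GW8510; reagent: peptide substrate plus 25 µM ATP (final); medium: Tris/MgCl2 kinase buffer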
PolyA inh: inhibitors of polyadenylation in S. cerevisiae; S. cerevisiae SKY197-pL101 polyadenylation reporter, beta-gal luminescence; efflux-impaired pdr1/pdr3 knockout yeast; score 100 = 6 SD above DMSO; calls only at 12 µM; 300,000 tested, 0.02% active;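 active = lowest replicate activity score at least 50, where 100 means six control SD above control mean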;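 note: yeast exposed to compound for 9 h at 30 °C; higher score means more reporter readthrough which indicates perturbed polyadenylation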
RGS4 pot: RGS4 potentiation or activation; B-score at 10 µM; HEK293 M3R/inducible RGS4, carbachol calcium flux Fluo4; active compounds read low; 310,000 tested, 0.92% active;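 active = B-score of the integrated calcium signal more than 4 SD below the library mean, with starting fluorescence not abnormally high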;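 note: negative B-score means reduced calcium response which marks RGS4 activation or potentiation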
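test system = M3R-expressing HEK293 line, RGS4 induced by doxycycline | probe or stimulus = carbachol at ECmax as muscarinic agonist stimulus | timing = dye loading 30 min 37 °C, buffer rest 30 min RT | signal = calcium dye Fluo4 fluorescence | evaluation = B score from integrated fluorescence ratio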
RGS4 inh: human RGS4 inhibition; B-score at 10 µM; HEK293 M3R/RGS4 inducible, Fluo-4 calcium flux; active compounds read high; triggered by carbachol at its EC20; P49798; 310,000 tested, 0.45% active;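 active = B-score, a plate-corrected calcium signal, over three deviations above library mean, with baseline fluorescence within five deviations of library mean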;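 note: RGS4 expression induced by doxycycline in cells with stable M3 receptor; B-score is computed from the integrated fluorescence ratio over baseline after carbachol; higher B-score means a larger calcium signal and so more RGS4 inhibition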
Target sequence (P49798 whole entry, looked up): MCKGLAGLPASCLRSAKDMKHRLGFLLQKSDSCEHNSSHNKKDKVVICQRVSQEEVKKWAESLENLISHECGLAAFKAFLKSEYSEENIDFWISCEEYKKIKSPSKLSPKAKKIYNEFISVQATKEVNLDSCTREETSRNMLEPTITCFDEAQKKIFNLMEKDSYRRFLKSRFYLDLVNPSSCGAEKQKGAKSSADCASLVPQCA
GSK3 alpha inh: human GSK-3 alpha kinase inhibition. ADP-Glo luminescence, 60 min. inhibition, % at 10 µM. 320,000 tested, 0.1% active. P49840;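 in the data active = inhibition above about 50%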;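 note: GST-tagged GSK-3 alpha with peptide substrate and 25 µM ATP; 0% = DMSO neutral wells and 100% = GW8510 positive control wells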
Target sequence (P49840 whole entry, looked up): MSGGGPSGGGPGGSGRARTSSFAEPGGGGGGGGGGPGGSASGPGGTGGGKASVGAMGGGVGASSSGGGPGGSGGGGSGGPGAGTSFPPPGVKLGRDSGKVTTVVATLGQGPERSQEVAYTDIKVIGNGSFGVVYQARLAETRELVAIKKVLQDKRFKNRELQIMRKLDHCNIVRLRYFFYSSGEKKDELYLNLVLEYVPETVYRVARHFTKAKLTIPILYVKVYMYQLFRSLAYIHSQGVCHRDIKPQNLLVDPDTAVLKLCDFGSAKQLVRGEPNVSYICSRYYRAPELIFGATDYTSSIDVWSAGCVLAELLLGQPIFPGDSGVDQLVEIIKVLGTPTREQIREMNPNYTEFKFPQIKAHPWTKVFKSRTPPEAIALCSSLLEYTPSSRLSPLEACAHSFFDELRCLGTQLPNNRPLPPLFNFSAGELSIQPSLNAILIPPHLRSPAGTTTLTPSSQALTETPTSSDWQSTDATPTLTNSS
KCNK3 block: human KCNK3 channel inhibition, primary screen | O14649 | CHO-KCNK3 thallium flux, FluxOR fluorescence; active compounds read low | B-score at 10 µM | 340,000 tested, 0.84% active;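 active = B-score under library mean minus 4 SD, starting fluorescence ratio at most library mean plus 5 SD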;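 note: more negative B-score means stronger inhibition of thallium flux through KCNK3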
KCNQ1 act: human KCNQ1 channel potentiation or activation | 310,000 tested, 0.35% active | AID 2648 | CHO-K1 KCNQ1, thallium flux FluxOR fluorescence; active compounds read high | B-score at 10 µM;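 active = fluorescence ratio B-score, a plate-corrected score, at least three library SD, with initial intensity B-score within 5 SD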
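assay system = KCNQ1-transfected CHO-K1 cells | medium = assay buffer with matched DMSO | probe or stimulus = depolarizing K+/Tl+ stimulus, K2SO4 and Tl2SO4 each 12.5 mM in 5x stock | dosing = single dose | incubation = dye 90 min, compound 20 min, room temperature | detection = kinetic FluxOR fluorescence, 10 s baseline plus 110 s post-stimulus | evaluation = ratio B score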
KCNK9 inh: inhibitors of human KCNK9 two-pore domain potassium channel; HEK293 KCNK9, FluxOR thallium flux fluorescence; active compounds read low; B-score at 10 µM; 310,000 tested, 1.2% active; AID 488922;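 active = ratio B-score over 3 SD below the library mean, with starting fluorescence within 5 SD of its mean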;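 note: negative B-score means less thallium flux so channel inhibition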
Target sequence (Q9NPC2 whole entry, looked up, the tested form may be a part): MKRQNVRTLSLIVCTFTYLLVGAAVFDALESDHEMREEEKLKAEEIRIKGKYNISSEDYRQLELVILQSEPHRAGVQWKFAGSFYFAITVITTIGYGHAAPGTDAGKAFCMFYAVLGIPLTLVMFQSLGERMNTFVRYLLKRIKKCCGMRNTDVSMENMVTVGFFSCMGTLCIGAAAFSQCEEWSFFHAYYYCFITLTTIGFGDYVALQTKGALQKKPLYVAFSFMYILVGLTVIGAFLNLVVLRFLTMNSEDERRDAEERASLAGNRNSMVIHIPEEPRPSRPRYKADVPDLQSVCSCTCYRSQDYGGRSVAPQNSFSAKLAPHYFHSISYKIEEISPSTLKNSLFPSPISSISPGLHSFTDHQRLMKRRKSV
* marks the source's active call; other numbers are inactive results; i = inactive; · = no result given.

SMILES	KCNQ1 inh	hERG protect	DYRK1A inh	GSK3B inh	PolyA inh	RGS4 pot	RGS4 inh	GSK3 alpha inh	KCNK3 block	KCNQ1 act	KCNK9 inh
Cc1cccc(OCC(=O)NC(=S)Nc2ccccc2N2CCOCC2)c1C	i	-2	-2	2	i	i	i	2	i	i	i
CCOC(=O)c1sc(N)c(C(=O)Nc2ccccc2)c1C	i	-21	-2	1	i	i	i	0	i	i	i
O=C1CSC2=NCN(c3ccc4c(c3)OCO4)CN12	i	-12	31	-1	i	i	i	0	i	i	i
CC(C)(C)C(C(Oc1ccc(Cl)cc1)n1cncn1)n1nnnc1C(c1cccc(Cl)c1)N1CCCCC1 (stereo not drawn)	i	3	·	-3	i	i	i	2	·	i	i
Cc1ccccc1NC(=O)C1CCCN1/C=C/C(=O)C(F)(F)F (stereo not drawn)	i	-4	-1	5	i	i	i	0	i	i	i
CN(C)S(=O)(=O)c1cccc(NC(=O)C(c2ccccc2)c2ccccc2)c1	i	-8	3	2	i	i	i	-2	i	i	i
NC(=O)c1ccccc1NC(=O)CC1(CC(=O)O)CCCC1	i	-6	-1	·	i	i	i	-1	i	i	i
O=C(Oc1oc(-c2ccco2)nc1C=Nc1ccc(Cl)cc1)c1ccco1	i	-12	-6	2	i	i	i	-4	i	i	i
Cc1cc(NC(=O)c2cccc3ccccc23)cc(C)c1OCC(=O)N1CCOCC1	i	-9	4	1	i	i	i	5	i	i	i
CCN(CCO)Cc1cc(=O)oc2c(C)c(C)ccc12	i	-1	30	-1	i	i	i	1	i	i	i
Cc1nnc2sc(COc3ccccc3)nn2c1=O	i	-2	-4	2	i	i	i	1	i	i	i
COC(=O)c1cc(S(=O)(=O)N2CCCCC2C)c[nH]1 (stereo not drawn)	i	-10	·	-2	i	i	i	-2	i	i	i
COCCOC(=O)c1c(C)n(C)c2ccc(OC(=O)c3ccccc3F)cc12	i	-7	0	-2	i	i	i	0	i	i	i
COc1ccc(C2CC(c3cccc(Cl)c3)n3nc(N)nc3N2)cc1 (stereo not drawn)	i	-5	3	1	i	i	i	·	i	i	i
CCC(C)c1ccc(NC(=O)N2CCOCC2)cc1 (stereo not drawn)	i	0	6	-1	i	i	i	·	i	i	i
O=C(COC(=O)c1ccc(S(=O)(=O)C(F)F)cc1)Nc1cccnc1Cl	i	-14	-17	1	i	i	i	6	i	i	i
COCC1CCN(c2nc3nonc3nc2N2CCSCC2)C1 (stereo not drawn)	i	-2	-5	-1	i	i	i	·	i	i	i
COC(=O)c1ccc(-c2noc(CN(Cc3ccncc3)CC3CCCO3)n2)cc1 (stereo not drawn)	i	-8	2	2	i	i	i	-3	i	i	i
N=c1c(S(=O)(=O)c2ccc(Br)cc2)cc2c(=O)n3ccccc3nc2n1C1CCCCC1	i	-9	·	1	i	i	i	2	i	i	i
COc1cccc(NC(=O)CN(C)C(=O)/C=C/c2cn(-c3ccccc3)nc2-c2ccc(C)cc2)c1	10*	-28	9	-2	i	i	i	1	-8.7*	i	i
O=C(O)c1ccc(CSc2nnnn2-c2ccc(F)cc2)cc1	i	-4	2	6	i	i	i	-2	i	i	i
O=C(N/N=C/C(Br)=C\c1ccccc1)c1cccs1	i	-13	·	0	i	i	i	3	i	i	i
COc1ccc(CNCC(O)(c2ccccc2)c2ccc(Cl)cc2)cc1 (stereo not drawn)	i	-29	-1	2	i	i	i	-2	i	i	i
COc1ccc(-n2c(=S)[nH]c3cc(C(=O)NCCCN4CCOCC4)ccc3c2=O)c(OC)c1	i	-14	·	-4	i	i	i	-3	i	i	i
CCn1c(SCc2nc(-c3ccc(Cl)cc3)no2)nnc1-c1ccco1	i	-6	15	1	i	i	i	-1	i	i	i
Cc1ccc(-n2c(SCC(=O)NCc3ccco3)nc3c(sc4ccccc43)c2=O)cc1	i	-12	4	2	i	i	i	-1	i	i	i
CCCS(=O)(=O)N1CCN(Cc2ccccc2[N+](=O)[O-])CC1	i	-5	-4	2	i	i	i	0	i	i	i
O=C(NCc1cccs1)C1CCC(=O)N(Cc2cccc(C(F)(F)F)c2)C1 (stereo not drawn)	i	-4	3	1	i	i	i	-1	i	i	i
O=C(CSc1nnc(COc2cccc3ccccc23)o1)N1c2ccccc2CCc2ccccc21	i	-3	18	2	i	i	i	·	i	i	i
COc1ccc(S(=O)(=O)N(CC(=O)N2CCOCC2)Cc2ccccc2)cc1C	i	-9	2	-4	i	i	i	0	i	i	i
Cn1cccc1C(=O)NCc1ccc(Cl)cc1	i	-6	-11	·	i	i	i	1	i	i	i
CCCNC(=O)CCc1c(C)nc2c(c(C)nn2-c2ccc(C)cc2)c1C	i	-7	-1	-6	i	i	i	-1	i	i	i
CCCCCCn1c(N2CCC(C(N)=O)CC2)nc2c1c(=O)n(C)c(=O)n2C	i	-7	13	-2	i	i	i	0	i	i	i
CCCC(C(=O)NC1CCCC1)N(CC1CCCO1)C(=O)CNS(=O)(=O)c1ccccc1 (stereo not drawn)	i	-6	20	-1	i	i	i	0	i	i	i
COc1ccc(CNC(=O)COc2cccnc2[N+](=O)[O-])cc1OC	i	0	2	-1	i	i	i	7	i	i	i
Cc1cc(C)c(C(N)=O)c(NCCc2ccccc2)n1	i	-12	-1	1	i	i	i	-2	i	i	i
COC(=O)c1ccc(NC(=O)CSCc2ccccc2)cc1	i	-3	5	4	i	i	i	-4	i	i	i
O=C1/C(=C\c2ccc(Br)cc2)SC(=S)N1NS(=O)(=O)c1ccccc1	i	-2	-3	6	i	i	i	-1	i	i	i
Cc1ccccc1Nc1nnc(SCC(=O)c2ccc(O)cc2O)s1	i	-7	18	2	i	i	i	0	i	i	i
CC(C)(CNS(C)(=O)=O)SCc1ccc(Cl)cc1	i	-7	-4	2	i	i	i	-1	i	i	i

The final two compounds of the part above open the next one.
SMILES	KCNQ1 inh	hERG protect	DYRK1A inh	GSK3B inh	PolyA inh	RGS4 pot	RGS4 inh	GSK3 alpha inh	KCNK3 block	KCNQ1 act	KCNK9 inh
Cc1ccccc1Nc1nnc(SCC(=O)c2ccc(O)cc2O)s1	i	-7	18	2	i	i	i	0	i	i	i
CC(C)(CNS(C)(=O)=O)SCc1ccc(Cl)cc1	i	-7	-4	2	i	i	i	-1	i	i	i
CCC(C)c1ccc(N(CC(=O)NC(C)(C)C)C(=O)CNC(=O)c2cccs2)cc1 (stereo not drawn)	i	-7	8	1	i	i	i	1	i	i	i
CCN(CC(=O)NC1CC1)S(=O)(=O)c1ccc(OC)cc1	i	-3	-9	2	i	i	i	1	i	i	i
COc1ccc(N(CC(=O)NC2CCCCCC2)S(=O)(=O)c2ccc(C)cc2)cc1OC	i	-10	4	-4	i	i	i	0	i	i	i
Cc1ccc(C)c(N2CCN(C(=O)CN(C)S(=O)(=O)c3cnc[nH]3)CC2)c1	i	-5	-2	3	·	i	i	-4	i	i	i
COC(=O)Nc1nnc(CCc2ccccc2)s1	i	-7	5	-1	i	i	i	-1	i	i	i
COc1ccc(NC(=O)CS(=O)(=O)c2ccc(C)cc2)c(OC)c1	i	0	·	3	i	i	i	-6	i	i	i
Cc1ccc(C2CC(=O)N(c3ccc(F)cc3)C3=C2C(=O)CCC3)cc1 (stereo not drawn)	i	-10	1	-1	i	i	i	-2	i	i	i
CCn1c(NC(=O)c2ccc(C)cc2)c2ccccc2nc1=O	i	-8	5	-9	i	i	i	2	i	i	i
CCOC(=O)c1ccccc1Cc1nc2ccccc2c(=O)[nH]1	i	-5	-5	1	i	i	i	0	i	i	i
c1ccc2c(Nc3ccc4c(c3)OCCO4)c3c(nc2c1)CCC3	i	-13	14	-1	i	i	i	·	i	i	i
Cc1ccc(CNC(=O)CCNC(=O)N2CCn3c2nc2ccccc23)cc1	i	-4	0	0	i	i	i	-2	i	i	i
Cc1ccc(N(CC(=O)NC2CCCC2)C(=O)CCCC(=O)Nc2ccccn2)cc1C	i	-9	-5	-1	i	i	i	-3	i	i	i
CCOc1cc(C2C(C(=O)OCC(C)C)=C(C)N=C3SCCC(=O)N32)ccc1OC(C)=O (stereo not drawn)	i	-8	-5	1	i	i	i	-6	i	i	i
CCOc1ccccc1CNC(=O)C1Cc2cc(S(=O)(=O)N3CCCCC3)ccc2N1C(C)=O (stereo not drawn)	i	-14	-1	-1	i	i	i	-2	i	i	i
N#Cc1c(-c2ccccc2)cc(C2CC2)nc1SCC(=O)O	i	-2	-6	3	i	i	i	-2	i	i	i
CCn1c(O)c(N=NC(=S)NCC2CCCO2)c2ccccc21 (stereo not drawn)	i	6.3*	1	-5	i	i	i	-4	i	i	i
ONC(=Nc1ccccc1Cl)c1ccccc1Cl	i	-6	·	0	i	i	i	-1	i	i	i
Cc1c(Cl)c(-c2n[nH]c(=S)n2-c2ccc(F)cc2)nn1C	i	1	·	1	i	i	i	-1	i	i	i
CCOC(=O)c1[nH]c2ccccc2c1NC(=O)CCN1CCN(C(=O)OCC)CC1	i	-4	-1	3	i	i	i	2	i	i	i
COc1cc2nc(SCC(=O)c3ccc(Br)cc3)n3nc(C)nc3c2cc1OC	i	-11	-6	1	i	i	i	0	i	i	i
CCOc1ccc(CCNC(=O)c2nnc(Cc3ccc(F)cc3)o2)cc1OCC	i	-4	12	1	i	i	i	1	i	i	i
CCN(CC)C1=N/C(=C\c2ccco2)C(=O)N1c1ccccc1	i	-12	-1	-3	i	i	i	2	i	i	i
O=C(Nc1ccc(Cl)c(Cl)c1)N1CCSCC1	i	-15	5	-2	i	i	i	-1	i	i	i
CCc1nnc(SCC(=O)NC2CCCCC2)nc1CC	i	-8	2	0	i	i	i	-1	i	i	i
O=C(N/N=C/c1ccc2ncccc2c1)c1ccco1	6*	-9	9	0	·	i	i	1	i	i	i
COc1ccc(Oc2nc3c(c(=O)n(C)c(=O)n3C)n2C)cc1	i	-6	-2	0	i	i	i	0	i	i	i
CC1CC2=C(CC1/C=N/NC(N)=S)C(C)(C)CCC2 (stereo not drawn)	i	-9	-3	-1	i	i	i	-2	i	i	i

The list is partial; count on the stated rates, not on these rows.
